CCR6 antagonist: CCR6 receptor antagonists, primary screen, cell-based, CHO-K1, luminescence, beta-arrestin, uHTS; C-C chemokine receptor type 6 (Homo sapiens), P51684; CHO-K1 CCR6 PathHunter beta-arrestin, CCL20-stimulated; inhibition, % at 20 µM; hit rate 0.49% among 340,000; AID 493098, 2011;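 active = compounds whose inhibition of the agonist-driven luminescence signal at 20 µM reaches about 50%, limit read from the data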;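 also: cells stimulated with CCL20 at 14 nM final; plate controls were DMSO with CCL20 for no effect and DMSO without agonist for full effect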
APJ antag: antagonists of human apelin receptor APJ, primary screen, CHO-K1 cells, beta-arrestin complementation, luminescence; inhibition, % at 20 µM; hit rate 0.32% among 330,000; AID 2521, 2010;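 active = inhibition above about 40% at 20 µM, limit read from the data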;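 also: cells challenged with 10 nM apelin-13 agonist together with compound; plate controls were apelin-13 plus DMSO wells for no effect and DMSO wells lacking apelin-13 for full effect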
UBC13 polyUb: UBC13 polyubiquitin chain formation inhibitors, primary screen, biochemical, TR-FRET, uHTS. Ubiquitin-conjugating enzyme E2 N (Homo sapiens), P61088. inhibition, % at 20 µM. hit rate 0.47% among 330,000. AID 485273, 2010; in the data active = inhibition above about 45%, passing the limit was not always enough
Target sequence (P61088 whole entry, looked up): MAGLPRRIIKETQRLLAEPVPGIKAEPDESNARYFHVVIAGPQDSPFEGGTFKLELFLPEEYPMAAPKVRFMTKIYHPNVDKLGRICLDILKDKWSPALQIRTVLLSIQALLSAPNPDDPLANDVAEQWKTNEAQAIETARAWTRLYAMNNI
EBI2 block: EBI2 receptor antagonists, beta-arrestin recruitment, primary screen, cell-based, luminescence, 7a,25-OHC stimulation, uHTS; 7a,25-OHC stimulated; inhibition, % at 5 µM; hit rate 0.81% among 360,000; AID 651636, 2012; in the data active = inhibition above about 38%;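 also: enzyme fragment complementation signal reports receptor beta-arrestin coupling in cells; 0% = agonist plus DMSO wells and 100% = wells without agonist; some results beyond the cut were filed as inactive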
Target sequence (P32249 whole entry, looked up, the tested form may be a part): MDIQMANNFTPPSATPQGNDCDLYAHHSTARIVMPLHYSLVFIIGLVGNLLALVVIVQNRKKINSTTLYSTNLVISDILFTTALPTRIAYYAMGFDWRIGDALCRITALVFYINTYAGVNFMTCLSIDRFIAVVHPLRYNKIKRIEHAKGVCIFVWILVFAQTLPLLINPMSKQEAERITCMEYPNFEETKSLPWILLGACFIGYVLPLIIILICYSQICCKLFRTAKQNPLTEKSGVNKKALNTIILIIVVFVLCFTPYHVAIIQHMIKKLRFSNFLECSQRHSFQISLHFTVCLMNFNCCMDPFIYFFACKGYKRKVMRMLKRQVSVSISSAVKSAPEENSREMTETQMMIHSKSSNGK
ATG4B inhibitor: ATG4B protease inhibitors, primary screen, biochemical, fluorescence, uHTS. ATG4B cleavage of LC3-PLA2, NBD-HPC fluorescence, 1 h. AID 504462, 2011. inhibition, % at 8.33 µM. Cysteine protease ATG4B (Homo sapiens), Q9Y4P1. hit rate 0.51% among 340,000; in the data active = inhibition above about 40%
APJ ag: agonists of human apelin receptor APJ, primary screen, CHO-K1 cells, PathHunter beta-arrestin, luminescence | P35414 | 0% DMSO wells, 100% apelin | activation, % at 20 µM | hit rate 0.11% among 330,000 | AID 2520, 2010;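 active = activation more than six SD over the plate average, tested at 20 µM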;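 also: 0% = DMSO alone and 100% = apelin-13 at 10 nM; some results filed as inactive read as strong as hits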
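Test system: CHO-K1 APJ beta-arrestin complementation cell line. Amount: cell density 1000 per well. Controls: DMSO negative, 10 nM Apelin-13 positive. Signal: luminescent beta-gal fragment complementation, chemiluminescent substrate. Read-out basis: agonist-driven arrestin binding to APJ. Timing: compound stimulation 90 min at 25 °C, detection 60 min.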
Gli-Sufu block: Gli-Sufu pathway antagonists, primary screen, luciferase luminescence, Sufu-KO-LIGHT cells, uHTS | AID 588413, 2011 | inhibition, % at 5 µM | hit rate 0.74% among 340,000 | Sufu-KO-LIGHT fibroblasts, Gli luciferase reporter luminescence;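 active = inhibition above about 55%, limit read from the data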;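 also: 0% = DMSO-treated cells and 100% = wells with medium but no cells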
CXCR6 inh: CXCR6 receptor inhibitors, primary screen, cell-based, beta-arrestin, luminescence, CHO-K1 PathHunter, 1536-well; C-X-C chemokine receptor type 6 (Homo sapiens), O00574; inhibition, % at 20 µM; hit rate 0.36% among 360,000; in the data active = inhibition above about 34%, passing the limit was not always enough;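 also: antagonist mode with CXCL16 agonist at 10 nM final; 0% = 10 nM CXCL16 with DMSO and 100% = unstimulated wells without agonist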
Target sequence (O00574 whole entry, looked up): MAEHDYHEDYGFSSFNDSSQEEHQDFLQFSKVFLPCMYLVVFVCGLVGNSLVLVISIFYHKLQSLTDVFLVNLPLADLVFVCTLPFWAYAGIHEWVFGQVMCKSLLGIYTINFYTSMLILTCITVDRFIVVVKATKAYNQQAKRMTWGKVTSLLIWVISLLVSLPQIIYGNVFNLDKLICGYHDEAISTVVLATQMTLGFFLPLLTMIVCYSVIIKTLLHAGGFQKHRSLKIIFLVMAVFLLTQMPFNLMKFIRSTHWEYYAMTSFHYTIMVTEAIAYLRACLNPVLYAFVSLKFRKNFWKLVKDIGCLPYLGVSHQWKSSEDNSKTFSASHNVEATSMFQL
* marks the source's active call; other numbers are inactive results; nt = no result given.

SMILES	CCR6 antagonist	APJ antag	UBC13 polyUb	EBI2 block	ATG4B inhibitor	APJ ag	Gli-Sufu block	CXCR6 inh
Cn1c(-c2ccccc2)cnc1NCc1ccccc1	18	16	0	-4	0	-6	9	0
CCN1C(Nc2ccccc2)=NC[C@@H]1CC(C)C	7	8	1	7	-5	-7	5	-2
Cc1ccc(NS(=O)(=O)c2ccc3[nH]c(=O)[nH]c3c2)c(C)c1	13	7	4	-18	-7	0	-2	8
CC(C)(O)C#Cc1ccc(CN2CCN(Cc3ccccc3)C(CCO)C2)cc1 (stereo not drawn)	25	2	2	-3	0	-3	24	-8
CC(=O)Oc1c(-c2ccco2)oc2ccccc2c1=O	5	21	-8	-2	7	-3	2	0
CCNC(=S)N1CCC(NC(=O)C2CCCCC2)CC1	6	-17	-8	-3	-8	-19	5	-7
O=C1[C@H]2CCC=C[C@H]2[C@H](c2cccc(Br)c2)N1Cc1ccccc1	27	nt	nt	2	nt	nt	-5	8
O=c1[nH]c2ccc(NC(=S)NC3CCCCC3)cc2[nH]1	-10	-6	2	7	-1	-1	-4	-1
CC(=O)c1ccc(OC(=O)N(c2ccccc2)c2ccccc2)cc1	15	15	9	10	7	-3	2	1
COc1ccc(C(=O)Nn2cnc3scc(-c4cccs4)c3c2=O)c(O)c1	24	-7	0	4	17	0	12	-2
CCN1C(=O)c2cccc3c(S(=O)(=O)Nc4ccccc4)ccc1c23	10	-6	19	9	-7	-3	42	-3
COC(=O)N1CC=CC1(C)C(=O)NCc1cc(F)cc(C(F)(F)F)c1 (stereo not drawn)	1	25	7	-9	-8	-2	-7	-5
Cc1ccccc1CN1CCC(C(=O)Nc2ccc(Oc3cccnc3)cc2)CC1	6	0	-2	-12	2	8	20	2
CCOC(=O)N1CCN(C(=O)/C=C/c2ccc(OC)c(OC)c2)CC1	11	-3	-5	28	10	2	-19	9
Clc1ccc(Cc2nnc(-c3ccccc3Br)o2)cc1	16	5	-5	-2	3	-4	-13	-3
O=C(CN(C(=O)CCC(=O)Nc1nccs1)c1ccc2c(c1)OCCO2)NCc1ccco1	-6	9	-2	-1	3	-1	5	-3
CC(=O)Nc1c(C)cc(OCC(=O)O)cc1C	9	-36	-16	-4	0	-5	-2	3
COc1ccc(-n2c(SCC(=O)N3CCCCC3)nnc2-c2cccnc2)cc1	-3	-11	4	-5	-13	0	12	6
COc1ccc(CCNC(=O)NC2CCCCC2)cc1OC	2	17	6	5	-1	-1	3	2
CC(C)(C)OC(=O)N1CCC(c2c(C(=O)NC3CC3)cnn2-c2ccc(Cl)cc2)CC1	15	-17	-12	-2	-4	0	17	10
COc1ccc(C(=O)/C(C#N)=N/Nc2cccc([N+](=O)[O-])c2)cc1	28	nt	nt	-1	3	nt	15	10
Cc1nn(CC(=O)Nc2ccc3c(c2)CCC3)c(C)c1[N+](=O)[O-]	12	2	4	-12	6	-3	7	-5
Cc1cc([N+](=O)[O-])nn1Cc1noc(C(=O)NCc2ccc3c(c2)OCO3)n1	14	-10	-1	7	6	-3	27	-5
Cc1ccc(N/C=C/C(=O)c2cccs2)cc1	20	12	-1	3	1	-3	-140	14
N/C(=N\OC(=O)c1ccc(Cl)c([N+](=O)[O-])c1)c1ccccc1	-12	-39	-1	32	0	12	19	-2

Next compounds follow.
SMILES	CCR6 antagonist	APJ antag	UBC13 polyUb	EBI2 block	ATG4B inhibitor	APJ ag	Gli-Sufu block	CXCR6 inh
CC(C)(C)CN1CCNC(=O)C1CC(=O)NCCN1CCCc2ccccc21 (stereo not drawn)	6	8	13	0	11	-3	20	-3
CCCCC(=O)N=c1sc2cc(S(C)(=O)=O)ccc2n1C	13	8	6	4	-2	2	-5	-4
CCOC(=O)C1C(c2cccs2)NC(=O)NC1(O)C(F)(F)F (stereo not drawn)	-20	-20	0	-4	-2	1	21	2
Nc1nc(-c2ccccc2)c(N=Nc2ccc(Cl)cc2)s1	28	10	-140	0	7	-6	5	11
CCC(CC)NC(=O)CO/N=C/c1ccc(Cl)cc1Cl	-5	5	-3	-5	3	1	-16	-9
O=C(O)c1c(-c2ccccc2)c2oc3ccccc3c2[nH]c1=O	-5	-12	9	-3	-6	-1	4	4
C=CCNc1oc(-c2cccc(Cl)c2)nc1C#N	20	7	6	-23	-4	-4	12	-4
COc1cc(NC(=S)Nc2ncccc2C)cc(OC)c1OC	14	2	-1	-9	1	-2	-14	0
Cn1c(=O)c2c(nc(SCCN3CCOCC3)n2Cc2cccc3ccccc23)n(C)c1=O	7	27	3	11	-15	-3	14	3
CCSc1nc(CC)c2c(c1C#N)CCCC2	10	-3	14	9	6	-2	3	-4
O=C(OCc1nnc(-c2ccccc2)o1)C1CCN(S(=O)(=O)c2cccs2)CC1	6	-12	-7	0	-16	-7	-6	-6
O=C(c1ccccc1)c1cnc(-c2ccccc2)s1	-9	12	-7	13	31	-2	-104	13
COc1cc(/C=N/NC(=O)c2cccc(S(=O)(=O)N3CCCCC3)c2)cc(Br)c1O	-1	14	15	0	3	5	15	9
COc1ccccc1NC(=O)CSc1nnnn1C1CCCCC1	4	4	6	-1	7	-2	-10	4
CCOc1ncccc1C(=O)OCC(=O)Nc1ccc(C)c(S(=O)(=O)N2CCOCC2)c1	16	-8	6	7	2	-3	24	2
COn1cnnc1-c1ccccc1	-1	-20	2	-6	-2	0	12	-8
COc1cc(/C=N/NC(=O)c2ccncc2)ccc1OC(=O)c1cccc(Br)c1	15	-40	3	17	-14	4	17	-7
COC(=O)c1ccccc1S(=O)(=O)N(Cc1ccco1)Cc1cc2cc(OC)ccc2[nH]c1=O	0	-1	1	-8	-13	1	-1	6
Cc1ccc(-n2nc3c(c2NC(=O)C(C)(C)C)CSC3)c(C)c1	-2	15	2	5	6	-4	-4	1
Cc1nn(-c2ccc(C(=O)N3CCN(S(=O)(=O)c4ccccc4C(F)(F)F)CC3)cc2)c(C)c1Cl	11	-42	-16	47*	-23	0	4	-4
Cc1csc(NC(=O)CSc2ccc(-c3ccc(F)cc3)nn2)n1	-2	-11	-12	-7	-11	9	1	-9
O=c1c2c([nH]c3ccc(Br)cc13)CCCC2	-18	5	7	-12	5	-3	8	2
Cc1nn(Cc2ccccc2)c(C)c1NC(=O)c1cc(-c2ccc3c(c2)OCO3)on1	1	-6	5	-4	-3	-4	16	8
FC(F)(F)c1cc(N2CCN(Cc3ccccc3)CC2)c2ccccc2n1	20	16	11	-41	-5	-7	13	5
CN(C)Cc1cnc2ccc(Cl)cn12	-3	10	5	1	-3	1	5	4

More structures.
SMILES	CCR6 antagonist	APJ antag	UBC13 polyUb	EBI2 block	ATG4B inhibitor	APJ ag	Gli-Sufu block	CXCR6 inh
CCS(=O)(=O)NC(C)C(c1cccs1)N1CCN(c2ccc(OC)cc2)CC1 (stereo not drawn)	14	13	6	24	-7	-3	27	-8
COc1ccccc1/C=N/NC(=O)c1cccc(OC(F)(F)C(F)F)c1	12	-9	-8	6	-7	-1	-12	-3
CN1CCN(C(=O)c2ccc3c(=O)n(CCc4ccccc4)c(=S)[nH]c3c2)CC1	16	4	-2	-4	16	1	13	12
COc1ccc(NS(=O)(=O)c2cc(NC(=O)C3CCCO3)ccc2N2CCCCC2)cc1 (stereo not drawn)	3	1	2	-2	-4	-1	12	5
CCCCn1c(N)c(N(CC(C)C)C(=O)CSCc2c(C)noc2C)c(=O)[nH]c1=O	0	-38	6	-7	-1	-6	-4	3
COc1cc(S(=O)(=O)Nc2ccccc2C(=O)N2CCCC2)ccc1NC(C)=O	6	3	6	-5	1	2	-7	5
CC(C)(C)C1CCc2onc(C(=O)N3CCOCC3)c2C1 (stereo not drawn)	-1	-20	7	0	-8	-3	-2	2
O=C(O)c1ccccc1C(=O)Nc1ccccc1[N+](=O)[O-]	13	0	-8	-2	-6	-5	48	8
O=[N+]([O-])c1cccc(S(=O)(=O)Nc2ccc(Cc3ccncc3)cc2)c1	5	-18	8	-5	-11	0	9	-5
NC(=O)C1CCN(CCCNC2CC(=O)N(Cc3ccc(N4CCCC4=O)cc3)C2=O)CC1 (stereo not drawn)	9	-48	8	0	2	-2	-9	3
Cc1cc(C)c(S(N)(=O)=O)c(C)c1-n1cnnn1	8	-12	-7	-2	-5	2	-3	8
COCCN(C(=O)COC(=O)c1cnc(C)cn1)c1c(N)n(Cc2ccccc2)c(=O)[nH]c1=O	1	-2	2	-2	-3	1	-1	2
CCN(CC(=O)Nc1ccc2c(c1)OCCO2)S(=O)(=O)c1ccc(C)cc1	-1	-3	-4	-5	11	0	-5	3
Cc1ccc2c(C(=O)CN3CCN(C4CCCCC4)CC3)c(C)[nH]c2c1	-2	13	-2	1	-6	0	5	2
Cc1ccc2nc(SCC(=O)c3ccccc3)nc(=O)n2c1	0	13	-14	0	6	3	-1	6
CCOC(=O)CN1C2=NCCCN2c2ccccc21	5	6	9	-11	4	-3	-6	7
CC(C)(C)OC(=O)[C@H](CCCCN)NC(=O)c1[nH]cnc1C(=O)N[C@@H](Cc1ccccc1)C(=O)OCc1ccccc1	4	18	72*	-5	-10	-3	-6	13
O=C(OCc1c(-c2ccccc2)ncc2ccccc12)c1ccc(C(F)(F)F)cc1	31	1	16	15	0	-3	6	11
Cc1ccc(S(=O)(=O)NCc2nc3nc(C)cc(C)n3n2)c(C)c1	-8	5	2	-9	-8	-7	-2	1
S=C(Nc1cccnc1)Nc1ccccc1Br	13	15	-8	-7	3	-2	49	-2
O=C(Nc1cccnc1Cl)c1cc2ccccc2o1	15	-13	-8	-4	8	-1	-33	3
O=C(CC(=O)c1ccccc1O)c1ccc(F)cc1	24	-2	0	-6	3	5	-26	22
Cc1ccc(OCc2nnc(SCC(=O)Nc3ccc(N4CCOCC4)cc3)o2)cc1	7	4	0	-11	4	-4	6	3
O=C(OCCOCn1cc(Br)c(=O)[nH]c1=O)c1ccccc1	1	-10	-10	-11	5	-1	1	-2
Cn1c(=O)n(C)c2cc(NS(=O)(=O)c3ccc(F)cc3)ccc21	-4	11	3	-5	-8	-1	1	-3

The listing continues:
SMILES	CCR6 antagonist	APJ antag	UBC13 polyUb	EBI2 block	ATG4B inhibitor	APJ ag	Gli-Sufu block	CXCR6 inh
COc1ccccc1CCNC(=O)C(=O)NCC1OCCN1S(=O)(=O)c1cc(F)ccc1F (stereo not drawn)	1	2	8	-2	-19	-5	6	-3
Cc1ccc(S(=O)(=O)N2CCCCC2)cc1C(=O)Nc1cccnc1	3	-3	-8	-4	0	-1	14	-10
CC1CC(C)CN(C(=O)C2CCN(S(=O)(=O)N3CCC4(CC3)OCCO4)CC2)C1 (stereo not drawn)	6	1	1	-3	3	8	-25	-4
COC(=O)CNC(=O)c1ccc(NS(=O)(=O)c2cc([N+](=O)[O-])ccc2Cl)cc1	7	-23	-2	0	-3	-3	-2	-17
Cn1c(=O)[nH]c(=O)c2c1nc(N1CCN(C(c3ccccc3)c3ccccc3)CC1)n2CCO	-3	13	3	13	-1	1	6	6
O=C(O)Cc1ccc(NC(=O)CCN2C(=O)c3ccc([N+](=O)[O-])cc3C2=O)cc1	-12	-73	0	-5	-9	4	0	-6

Screens deposited in PubChem by Sanford-Burnham Center for Chemical Genomics.
